APJ antag: antagonists of human apelin receptor APJ, primary screen, CHO-K1 cells, beta-arrestin complementation, luminescence; P35414; inhibition, % at 20 µM; 330,000 compounds, 0.32% hits;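 active means inhibition above about 40% at 20 µM, limit read from the data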;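 further: cells challenged with 10 nM apelin-13 agonist together with compound; plate controls were apelin-13 plus DMSO wells for no effect and DMSO wells lacking apelin-13 for full effect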
CXCR6 inh: CXCR6 receptor inhibitors, primary screen, cell-based, beta-arrestin, luminescence, CHO-K1 PathHunter, 1536-well; 360,000 compounds, 0.36% hits; C-X-C chemokine receptor type 6 (Homo sapiens), O00574; AID 602244, 2012; inhibition, % at 20 µM; in the data active means inhibition above about 34%, passing the limit was not always enough;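 further: antagonist mode with CXCL16 agonist at 10 nM final; 0% = 10 nM CXCL16 with DMSO and 100% = unstimulated wells without agonist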
Target sequence (O00574 whole entry, looked up): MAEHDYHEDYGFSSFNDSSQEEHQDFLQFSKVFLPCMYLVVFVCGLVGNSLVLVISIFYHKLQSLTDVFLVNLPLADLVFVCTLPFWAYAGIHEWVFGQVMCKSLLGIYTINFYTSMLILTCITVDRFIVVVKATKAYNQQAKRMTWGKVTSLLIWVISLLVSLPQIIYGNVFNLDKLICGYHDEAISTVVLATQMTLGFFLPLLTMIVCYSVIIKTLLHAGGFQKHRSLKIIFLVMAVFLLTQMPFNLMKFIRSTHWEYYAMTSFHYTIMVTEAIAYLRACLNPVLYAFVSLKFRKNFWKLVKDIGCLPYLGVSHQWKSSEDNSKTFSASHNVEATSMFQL
UBC13 inh: UBC13 polyubiquitin chain formation inhibitors, primary screen, biochemical, TR-FRET, uHTS; inhibition, % at 20 µM; 330,000 compounds, 0.47% hits; AID 485273, 2010; in the data active means inhibition above about 45%, passing the limit was not always enough
Gli-Sufu antag: Gli-Sufu pathway antagonists, primary screen, luciferase luminescence, Sufu-KO-LIGHT cells, uHTS | AID 588413, 2011 | inhibition, % at 5 µM | Sufu-KO-LIGHT fibroblasts, Gli luciferase reporter luminescence | 340,000 compounds, 0.74% hits;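 active means inhibition above about 55%, limit read from the data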;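 further: 0% = DMSO-treated cells and 100% = wells with medium but no cells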
CCR6 antagonist: CCR6 receptor antagonists, primary screen, cell-based, CHO-K1, luminescence, beta-arrestin, uHTS | C-C chemokine receptor type 6 (Homo sapiens), P51684 | CHO-K1 CCR6 PathHunter beta-arrestin, CCL20-stimulated | inhibition, % at 20 µM | 340,000 compounds, 0.49% hits | AID 493098, 2011;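 active means compounds whose inhibition of the agonist-driven luminescence signal at 20 µM reaches about 50%, limit read from the data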;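 further: cells stimulated with CCL20 at 14 nM final; plate controls were DMSO with CCL20 for no effect and DMSO without agonist for full effect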
APJ ag: agonists of human apelin receptor APJ, primary screen, CHO-K1 cells, PathHunter beta-arrestin, luminescence | P35414 | 0% DMSO wells, 100% apelin | activation, % at 20 µM | 330,000 compounds, 0.11% hits | AID 2520, 2010;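 active means activation more than six SD over the plate average, tested at 20 µM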;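 further: 0% = DMSO alone and 100% = apelin-13 at 10 nM; some results filed as inactive read as strong as hits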
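assay system = CHO-K1 APJ beta-arrestin complementation cell line | input = cell density 1000 per well | dosing = compound 20 µM once, DMSO 1% | timing = compound 90 min 25 °C, reagent 1 h | measured by = luminescence from split beta-galactosidase complementation, Galacton Star/Emerald II substrate | read-out basis = APJ agonist activity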
ATG4B inhibitor: ATG4B protease inhibitors, primary screen, biochemical, fluorescence, uHTS | 340,000 compounds, 0.51% hits | inhibition, % at 8.33 µM | AID 504462, 2011 | Cysteine protease ATG4B (Homo sapiens), Q9Y4P1 | ATG4B cleavage of LC3-PLA2, NBD-HPC fluorescence, 1 h; in the data active means inhibition above about 40%
Target sequence (Q9Y4P1 whole entry, looked up): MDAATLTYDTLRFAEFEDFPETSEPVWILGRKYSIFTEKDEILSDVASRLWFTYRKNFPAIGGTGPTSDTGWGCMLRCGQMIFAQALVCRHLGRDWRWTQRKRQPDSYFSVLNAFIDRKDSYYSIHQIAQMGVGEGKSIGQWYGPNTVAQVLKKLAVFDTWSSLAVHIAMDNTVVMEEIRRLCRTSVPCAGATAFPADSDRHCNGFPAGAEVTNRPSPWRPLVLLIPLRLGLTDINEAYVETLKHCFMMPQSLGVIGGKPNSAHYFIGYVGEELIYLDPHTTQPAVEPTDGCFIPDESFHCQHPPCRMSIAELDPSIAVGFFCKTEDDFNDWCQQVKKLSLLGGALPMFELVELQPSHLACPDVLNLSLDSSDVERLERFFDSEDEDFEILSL
EBI2 antag: EBI2 receptor antagonists, beta-arrestin recruitment, primary screen, cell-based, luminescence, 7a,25-OHC stimulation, uHTS; inhibition, % at 5 µM; G-protein coupled receptor 183 (Homo sapiens), P32249; AID 651636, 2012; 7a,25-OHC stimulated; 360,000 compounds, 0.81% hits; in the data active means inhibition above about 38%;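 further: enzyme fragment complementation signal reports receptor beta-arrestin coupling in cells; 0% = agonist plus DMSO wells and 100% = wells without agonist; some results beyond the cut were filed as inactive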
Target sequence (P32249 whole entry, looked up, the tested form may be a part): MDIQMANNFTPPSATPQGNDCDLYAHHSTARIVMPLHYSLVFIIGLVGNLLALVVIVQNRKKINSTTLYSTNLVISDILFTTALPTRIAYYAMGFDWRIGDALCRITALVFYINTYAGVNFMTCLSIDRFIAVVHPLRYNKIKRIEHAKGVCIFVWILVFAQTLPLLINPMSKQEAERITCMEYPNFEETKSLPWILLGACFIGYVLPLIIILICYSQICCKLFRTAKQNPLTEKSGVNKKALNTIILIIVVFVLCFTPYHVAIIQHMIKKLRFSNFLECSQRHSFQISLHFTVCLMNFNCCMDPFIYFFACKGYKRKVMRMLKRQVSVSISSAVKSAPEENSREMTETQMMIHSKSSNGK
* marks the source's active call; other numbers are inactive results; · = no result given.

smiles,EBI2 antag,Gli-Sufu antag,CCR6 antagonist,CXCR6 inh,ATG4B inhibitor,APJ ag,APJ antag,UBC13 inh
CC(C)(C)N1C(=O)Cc2c1nc(N)c1c(N)nc(N3CCCCC3CO)c(C#N)c21 (configuration not stated),11,14,-4,0,25,3,9,-51
CCN(/N=C/c1ccc(N(C)C)cc1)c1nc2ccccc2[nH]1,13,9,7,3,-6,·,·,·
CCC(C)Cn1c(C)nc2ccccc21 (configuration not stated),-7,22,1,-29,-5,1,-2,-1
COc1ccc(C(=O)N2CCN(S(=O)(=O)c3ccc(F)cc3)CC2)cc1OC,-11,-8,8,-28,-1,1,-3,5
CC(=O)c1cccc(OCc2cc(C(=O)N3C[C@@H](C)O[C@@H](C)C3)no2)c1,7,-49,12,6,0,-5,-10,4
COc1ccc(N2CCN(C(=O)c3ccc(CS(=O)c4cccc(C)c4)o3)CC2)cc1 (configuration not stated),1,14,11,3,-8,-4,-3,2
O=C(NC(=S)Nc1cc(Cl)ccc1N1CCOCC1)c1ccccc1[N+](=O)[O-],0,-16,26,12,-5,-5,11,6
Clc1ccc(N2COC3c4cccc5cccc(c45)C32)cc1 (configuration not stated),27,-8,-24,-5,5,0,11,5
CCc1nc(SCC(=O)NNC(=O)c2ccc(OC)cc2)c2ccccc2n1,30,4,7,1,-2,-2,9,4
CCOC(=O)c1sc2nc(-c3ccccc3)ccc2c1N,4,-105,-16,-8,-6,-1,6,4
CCOc1ccc(NC2=CC(=O)CC(c3ccco3)C2)cc1 (configuration not stated),16,-3,9,5,-9,-1,6,0
C=CCc1cccc2cc(C(=O)Nc3ccc(F)cc3)c(=O)oc12,-3,-57,-8,4,-7,-1,-17,-10
CCCCNC(=S)N1CCN(c2ccccc2Cl)CC1,5,5,20,-13,15,-3,-6,8
N#CC1=C2SCN(Cc3ccccc3)CN2C(=O)CC1c1ccc2c(c1)OCO2 (configuration not stated),-7,-10,12,13,8,-2,-11,-4
COc1ccccc1N=Nc1c(C)noc1C,6,-2,17,6,-12,-3,-8,0

(cont.)
smiles,EBI2 antag,Gli-Sufu antag,CCR6 antagonist,CXCR6 inh,ATG4B inhibitor,APJ ag,APJ antag,UBC13 inh
CN(CCc1ccccn1)C(=S)Nc1ccc(Cl)c(Cl)c1,-7,4,11,3,3,1,-10,2
CCOC(=O)c1c(CN2CCOCC2)n(-c2ccccc2)c2ccc(O)cc12,11,8,-3,-4,13,-2,8,2
Cc1cc(Cl)nc(Cl)c1C(=O)NCc1ccc(Cl)cc1,-5,·,12,0,-5,-3,-13,3
O=C1C2CCCN2C(c2ccc(Cl)cc2)N1c1nccs1 (configuration not stated),-6,6,8,4,-10,6,-10,1
CC(=O)Oc1cc2c(c3ccccc13)CCC2=O,0,6,6,1,-17,·,·,·
CC(=O)Nc1ccc(OCc2cccc([N+](=O)[O-])c2)cc1,-8,-37,16,1,0,-2,6,8
Cc1oc2cc3oc(=O)c(CCC(=O)NCCCC(=O)O)c(C)c3cc2c1C,0,2,1,2,0,-1,-3,2
COc1cc([N+](=O)[O-])ccc1NC(=O)CN1C(=O)NC2(CCCCC2C)C1=O (configuration not stated),7,-11,9,3,1,·,·,·
C=C(C)CN(CC)C(=O)CC1C(=O)NCCN1CC(C)(C)C (configuration not stated),3,-3,4,1,15,-4,-6,-1
COc1cc(CCC(=O)Nc2ccc(Cl)c(C(F)(F)F)c2)cc(OC)c1OC,0,12,14,-4,-5,-5,-4,12
COc1cc2c(cc1OC)C(C1C(=O)CC(C)CC1=O)N(C(=O)CCl)CC2 (configuration not stated),-4,-6,-4,-4,-9,-2,3,2
COc1ccc(NC(=O)C2CCCN(S(=O)(=O)c3cnc[nH]3)C2)cc1 (configuration not stated),-8,3,-6,-1,0,-3,11,2
CC(C)OC(=O)c1cc(NC(=O)c2nn(C)cc2Br)cc(C(=O)OC(C)C)c1,19,37,5,-1,-3,-2,-4,1
CC(=O)N(Cc1ccccc1)C(CC(=O)NCc1ccccc1)C(=O)O (configuration not stated),7,2,6,-5,-10,·,·,·
O=C(Nc1ccc(S(=O)(=O)Nc2cnc3ccccc3n2)cc1)c1ccc(Cl)c([N+](=O)[O-])c1,-3,-1,3,21,1,-3,-7,-16

(further entries)
smiles,EBI2 antag,Gli-Sufu antag,CCR6 antagonist,CXCR6 inh,ATG4B inhibitor,APJ ag,APJ antag,UBC13 inh
N/C(=N\OC(=O)COc1ccccc1)c1ccncc1,-17,-11,-10,-25,-4,4,0,6
CC(C)C(=O)c1cn(CC(=O)N2CCCc3ccccc32)c2ccccc12,-3,4,11,-1,7,-4,-2,-10
O=C(O)c1nn2c(C(F)(F)F)cc(-c3cccs3)nc2c1Cl,-1,-1,6,-6,7,-2,9,-1
COc1cc2c(cc1OC)C(c1cc3cccc(C)c3[nH]c1=O)N(C(=O)c1ccco1)CC2 (configuration not stated),-5,·,·,0,·,-2,5,-3
CCCCNC(=S)Nc1ccc(SC(F)F)cc1,3,-12,19,-23,1,2,6,-4
CCn1c(=O)n(CC)c2cc(S(=O)(=O)N3CCOCC3)ccc21,0,9,1,5,6,-1,11,4
CCc1ccc(CN2C(=O)c3ccccc3C2C(=O)NCc2cccnc2)cc1 (configuration not stated),-2,1,1,-6,-7,-5,-6,0
COc1ccc(-n2ncc3c(NCC(C)C)ncnc32)cc1,-4,-88,10,-4,-4,7,14,28
Cc1cc(Cl)ccc1NC(=O)CCN1C(=O)C2CCCCC2C1=O (configuration not stated),-12,-5,2,1,-1,-2,0,8
Cc1ccc(O)c(NC(=O)c2noc3c2CCc2ccccc2-3)c1,8,-36,-6,-8,13,-3,-6,7
CC1CC2=C(CC1/C=N/NC(N)=S)C(C)(C)CCC2 (configuration not stated),11,73*,76*,33,-8,-12,49*,12
CCC(C)NC(=O)CSc1nc2cc(S(=O)(=O)N3CCOCC3)ccc2n1CC (configuration not stated),-5,-6,0,2,0,-5,4,1
COc1ccc(-c2csc(NC(=O)CSc3nnnn3C)n2)c(OC)c1,4,-10,-5,0,-2,-2,-53,-4
CN(C)c1ncnc2c1ncn2C1CCCO1 (configuration not stated),-1,-2,-6,-5,-2,·,·,·
O=C(CSc1ccc2nnc(-c3cccs3)n2n1)N1CCOCC1,-12,4,7,10,-13,·,·,·

Going on with the list.
smiles,EBI2 antag,Gli-Sufu antag,CCR6 antagonist,CXCR6 inh,ATG4B inhibitor,APJ ag,APJ antag,UBC13 inh
COc1ccccc1NC(=S)N1CCC(NC(=O)NC23CC4CC(CC(C4)C2)C3)CC1,-13,2,3,3,-13,0,-6,-1
O=C(Cn1ccc([N+](=O)[O-])n1)Nc1nc2ccccc2s1,1,-33,8,2,8,-5,-1,-5
O=C(Nc1ccc(F)cc1)Nc1ccc2ccccc2n1,23,-29,7,-7,1,-1,-4,3
N#CCCN(C(=O)COC(=O)CCc1c[nH]c2ccccc12)c1ccccc1,0,-4,11,-4,0,-3,3,6
O=C1NC2(CCCCC2)Cc2ccccc21,-1,-3,8,-1,2,0,20,6
COc1ccc(NC(=O)c2cc(-c3ccco3)nc3ccccc23)cc1S(=O)(=O)N1CCOCC1,-10,-14,22,-1,-7,1,4,23
Cc1cccc(/C=C2/SC(=O)N(Cc3ccccc3)C2=O)n1,9,-3,14,8,18,-3,16,6
CN1C(=O)C(CC(=O)Nc2ccc3c(c2)Cc2ccccc2-3)N(C)C1=O (configuration not stated),6,-5,-10,-11,-4,2,-1,0
COc1cc(OC)cc(C(=O)N2CCC(N3CCN(c4ccccc4)CC3)CC2)c1,-6,-6,5,6,-8,-1,14,2
O=C(O)CSCC(=O)N1CCN(Cc2ccc3c(c2)OCO3)CC1,-2,6,-9,6,2,0,13,7
COC(=O)c1ccccc1NC(=O)CSc1nccn1C,-12,4,-8,-10,-9,-3,16,0
Cc1ccnc(NC(=O)CCC(=O)N(CC(=O)NCc2ccc(F)cc2)Cc2ccco2)c1,0,63*,9,-3,6,1,0,3
Cc1ccc2nc(-c3cccc(NC(=O)c4ccco4)c3)[nH]c2c1,-10,-41,6,-13,-9,3,-17,0
O=C(CCN1CCN(c2ccccc2)CC1)Nc1nccs1,6,3,4,-3,-9,-4,9,-22
C=CCn1c(Cc2ccc(OC)cc2)nnc1SCC(=O)c1cccc([N+](=O)[O-])c1,2,0,-5,0,-8,-3,11,-1

The list goes on (3 carried over from the part before).
smiles,EBI2 antag,Gli-Sufu antag,CCR6 antagonist,CXCR6 inh,ATG4B inhibitor,APJ ag,APJ antag,UBC13 inh
Cc1ccc2nc(-c3cccc(NC(=O)c4ccco4)c3)[nH]c2c1,-10,-41,6,-13,-9,3,-17,0
O=C(CCN1CCN(c2ccccc2)CC1)Nc1nccs1,6,3,4,-3,-9,-4,9,-22
C=CCn1c(Cc2ccc(OC)cc2)nnc1SCC(=O)c1cccc([N+](=O)[O-])c1,2,0,-5,0,-8,-3,11,-1
COc1ccc(NC(=O)CSc2nnc(-c3ccccc3Cl)n2Cc2ccco2)c(OC)c1,18,-10,16,17,-3,2,4,-4
O=C(COc1cc(F)ccc1[N+](=O)[O-])Nc1cccc(Br)c1,-6,-38,-1,4,9,0,-1,-11
COC(=O)c1ccc(C)c(NC(=O)c2c(-c3ccccc3)noc2C)c1,2,7,6,6,-9,3,10,1
COc1ccc(OCC(=O)NNC(=O)c2cccc(C)c2)cc1,20,-5,10,-2,5,-2,-3,10
CCN[C@H]1C[C@H](C)S(=O)(=O)c2sc(S(N)(=O)=O)cc21,0,7,16,-2,-5,-6,5,-10
O=C(COc1ccc([N+](=O)[O-])cc1)Nc1nc(-c2ccccn2)cs1,-8,-2,22,12,-11,1,4,-24
CCOCCn1c(CN2CCN(CC)CC2)nc2c1c(=O)n(C)c(=O)n2C,-6,33,6,4,7,-1,2,-1
O=C(Cn1ccc(C(F)(F)F)n1)N=Nc1c(O)[nH]c2ccc(Br)cc12,-4,12,1,6,-7,-1,-36,-4
CCCOc1ccc(-c2nc(C#N)c(NCCCn3ccnc3)o2)cc1,-1,6,22,9,-3,-1,13,5
COC(=O)[C@@]1(Cc2ccc(F)cc2)[C@H]2c3cc(C(=O)N(C)C)n(CCc4ccccn4)c3C[C@H]2CN1C(=O)c1ccccc1,·,-1,2,·,-9,5,4,5
CN1CCN(S(=O)(=O)c2cc(C(F)(F)F)ccc2Cl)CC1,3,1,5,-8,-5,-1,11,3
Nc1nc(COC(=O)CCC(=O)c2ccccc2)nc(Nc2ccccc2)n1,-11,-10,10,-2,-1,0,7,-2
Cc1ccc(Cn2nnc3c(=O)n(CC(=O)OCc4ccccc4)cnc32)cc1,4,4,-5,2,7,-2,6,7
COc1ccc(N2CCN(C(c3cccs3)C(C)NC(=O)C(=O)N3CCOCC3)CC2)cc1 (configuration not stated),2,-1,14,-6,15,4,-8,-1
C[C@H](NC(=O)c1[nH]cnc1C(=O)Nc1cccc(Cl)c1)c1ccccc1,-14,4,6,10,-9,-1,9,-21
CC(C)CCNC(=O)NC(=O)COc1c(F)c(F)cc(F)c1F,2,2,16,-9,7,0,3,-3
Nc1nonc1-n1nnc(C(=O)N/N=C/c2ccc(OCc3ccc(F)cc3)cc2)c1COc1ccccc1,-13,-2,3,7,-1,1,-8,-5
COc1cccc(NC(=O)Nc2nnc(Cc3ccccc3)s2)c1,4,2,4,4,1,0,-19,-4

Screening results: PubChem, Sanford-Burnham Center for Chemical Genomics

An unsorted share of the library; any-hit rate near 3%.
